Source: PubChem BioAssay
Rac1 GTP hydrolysis – MgcRacGAP GTPase-activating activity inhibitors, confirmation, biochemical, ADP Hunter fluorescence | inhibition, % at 30 µM; hits with a dose series show IC50 in µM | actives 0.6% (n = 340,000) | MgcRacGAP-stimulated Rac1 GTP hydrolysis, ADP Hunter fluorescence; higher % means a stronger effect; GST-tagged Rac1 F28L mutant substrate | AID 624330;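 active = first-screen hits whose inhibition reached a set limit at any dose in the follow-up dose series; inconclusive = inhibition above the set first-screen limit but never retested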;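 also: fluorescence reports GDP produced by GAP-driven GTP hydrolysis; strong numbers were not always called active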
GPR35 arrestin U2OS – GPR35 antagonists blocking zaprinast-driven arrestin recruitment, primary screen, imaging, U2OS, beta-arrestin-GFP, zaprinast agonist (AID 2058) | inhibition, % at 10 µM, or IC50 in µM where a hit was titrated | actives 0.052% (n = 290,000) | U2OS GPR35 beta-arrestin-GFP translocation imaging, zaprinast antagonism; higher % means a stronger effect;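 active = inhibition of at least 50% with at least 30 cells and total cytoplasm GFP at most 10,000,000; inconclusive = under 30 cells or total GFP of 10,000,000 plus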
ER stress rescue – protection against thapsigargin-triggered cell killing – 384-well, CSM14.1, ATP luminescence, primary screen (AID 1222); CSM14.1 thapsigargin-induced death rescue, ATP luminescence; higher % means a stronger effect; one-dose cellular ATP content (survival), % at 20 µM; EC50 in µM for titrated hits; 190,000 tested, under 10 active;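 active = EC50 below 50 µM in the dose-response confirmation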;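 also: death triggered by thapsigargin at about 15 µM added after 2 h compound pretreatment; cell ATP read after overnight thapsigargin exposure of roughly 18 to 22 hours; normalized against plate controls of thapsigargin alone and 5% DMSO vehicle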
LYP inhibition – inhibitors of LYP phosphatase, biochemical, fluorescence intensity, uHTS (AID 1779); one-dose inhibition, % at 11.5 µM; IC50 in µM for titrated hits; actives 0.054% (n = 290,000); recombinant LYP phosphatase, fluorescence intensity; higher % means a stronger effect; in the data active = inhibition above about 50%;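 also: plate controls were vehicle with enzyme for no effect and no enzyme for full effect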
RSV antiviral HEp-2 – inhibition of RSV-induced cytopathic effect – HEp-2 cells, primary 10 µM value included (AID 2391) | HEp-2 cells, RSV-induced CPE inhibition; higher % means a stronger effect | actives 0.13% (n = 310,000) | CPE inhibition, % at 10 µM, or IC50 in µM where a hit was titrated; in the data active = a potency from the dose series; inconclusive = CPE inhibition mostly from about 23% at the one dose, without a potency; inactive = the rest, 99 in 100 with CPE inhibition below about 21%; also: strong numbers were not always called active
Large T inhibition – SV40 large T antigen inhibitors, biochemical (AID 1903); SV40 large T antigen ATPase/helicase inhibition assay; higher % means a stronger effect; inhibition, % at 20 µM, or IC50 in µM where a hit was titrated; actives 0.39% (n = 310,000); in the data active = a potency from the dose series; inconclusive = inhibition mostly from about 32% at the one dose, without a potency; inactive = the rest, 99 in 100 with inhibition below about 32%; also: strong numbers were not always called active
PhoP inhibition – inhibitors of PhoP regulon expression, primary screen, Salmonella Typhimurium, GFP reporter (AID 1863); S. Typhimurium PhoP-regulated promoter GFP reporter, 4 h; higher % means a stronger effect; actives 0.16% (n = 300,000); inhibition, % at 50 µM; hits with a dose series show IC50 in µM;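 active = inhibition over 29.93%, a cutoff 3 SD above the screen mean, later confirmed by dose response; inconclusive = inhibition over 29.93% but no dose response follow-up; inactive = inhibition at most 29.93% or unconfirmed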;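 also: 0% = low Mg2+ inducing control and 100% = high Mg2+ repressing control; strong numbers were not always called active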
West Nile virus CPE – inhibition of WNV-induced cytopathic effect – cell-based, CPE readout (AID 1621); West Nile virus-infected cells, CPE inhibition; higher % means a stronger effect; CPE inhibition, % at 10 µM, or IC50 in µM where a hit was titrated; actives 0.02% (n = 290,000); in the data active = a potency from the dose series; inconclusive = CPE inhibition mostly from about 3.7% at the one dose, without a potency; inactive = the rest, 99 in 100 with CPE inhibition below about 2.2%; also: strong numbers were not always called active
Dengue-2 NS5 capping – Dengue-2 NS5 methyltransferase inhibitors, primary screen, biochemical, confirmation dose response (AID 588689) | Dengue-2 NS5 methyltransferase capping enzyme assay, biochemical; higher % means a stronger effect | inhibition, % at 25 µM, or IC50 in µM where a hit was titrated | actives 0.3% (n = 340,000); in the data active = a potency from the dose series; inconclusive = inhibition above about 29% without an active follow-up result
Dengue-2 NS5 capping pilot replicate – further read-out of Dengue-2 NS5 capping, marked with its call; inhibition, %; measured here: pilot screen replicate inhibition
Active calls of the source: *; ? = inconclusive; / = not tested or not shown.

SMILES	Rac1 GTP hydrolysis	GPR35 arrestin U2OS	ER stress rescue	LYP inhibition	RSV antiviral HEp-2	Large T inhibition	PhoP inhibition	West Nile virus CPE	Dengue-2 NS5 capping	others
CCCCN(C(=O)CSc1nnc(-c2ccc(OC)cc2)n1CC)c1c(N)n(Cc2ccccc2)c(=O)[nH]c1=O	13%	-5%	-0.7%	-8%	4.0%	10%	-8%	-0.6%	-8%
Cc1ccnc(NC(=O)c2cc3c(=O)oc4ccc(C)cc4c3s2)c1	2%	-3%	/	-6%	-2.3%	11%	-2%	0.0%	2%
CC1(C)CC(=O)C2=C(C1)OC(c1ccncc1)C(C#N)=C2N (stereo not drawn)	6%	15%	-2.0%	-7%	1.9%	3%	-5%	0.3%	-10%
C=CCN(CC=C)Cc1c(O)ccc2c(=O)c(-c3ccccc3)coc12	9%	11%	/	-5%	1.3%	15%	3%	-1.3%	-8%
COc1cc(C(=O)OCC(=O)N2CCN(C(C)=O)CC2)ccc1OCC(C)C	8%	/	/	/	-0.9%	5%	-2%	/	-1%
COc1cccc(Nc2ncc(C#N)c(N)n2)c1	/	-12%	/	-5%	2.1%	4%	-12%	-0.5%	/
O=C(CSc1n[nH]c(=O)[nH]c1=O)NCC1CCCCC1	1%	-2%	/	-7%	0.5%	8%	-13%	0.0%	-1%
COc1nc(Oc2ccc(/C=N/O)cc2)nc(N(C)C)n1	7%	12%	-0.9%	3%	1.3%	4%	4%	1.2%	0%
CC(=O)Oc1ccccc1C(=O)O	4%	/	/	/	0.4%	5%	-8%	0.1%	4%
COc1ccc(-n2c(SCC(=O)Nc3cc(C)on3)nc3c([nH]c4ccccc43)c2=O)cc1OC	7%	0%	/	5%	2.4%	20%	-3%	0.4%	5%
Cc1ccc(NC(=O)c2ccc3[nH]c(=O)c(=O)[nH]c3c2)nc1	14%	-1%	/	-4%	0.8%	8%	1%	-0.1%	-11%
Cc1ccc(N2CC(C(=O)N3CCCc4ccccc43)CC2=O)cc1 (stereo not drawn)	3%	0%	-2.4%	-13%	-0.7%	2%	1%	-1.3%	-1%
CCOc1ncccc1C(=O)OC(C)C(=O)NC(=O)NC1CCCCC1 (stereo not drawn)	7%	17%	-1.3%	-4%	13%	5%	6%	0.0%	-1%
COc1ccc(OC)c(NC(=O)C2CCN(C(=O)C3CC(=O)N(c4ccc(C)cc4)C3)CC2)c1 (stereo not drawn)	1%	-2%	/	-5%	0.7%	3%	2%	-0.6%	-10%
CCOC(=O)CSc1ccc2nnc(CCNS(=O)(=O)c3ccccc3)n2n1	7%	2%	-15%	-4%	3.6%	11%	-6%	1.2%	0%
CC(=O)N1CC(=O)N(CC(=O)Nc2ccc(Br)cc2)C1=S	11%	6%	/	-7%	0.1%	-1%	-4%	0.6%	8%
O=C(O)COc1ccc(/C=N/NC(=O)c2ccc(-c3csc(Nc4ccc(Cl)cc4)n3)cc2)cc1	0%	1%	/	/	/	/	-5%	0.0%	-4%
CN(c1ccccc1)S(=O)(=O)c1cccc(NC(=O)c2cc3ccccc3oc2=O)c1	6%	-3%	/	-11%	0.9%	20%	-5%	0.1%	-9%
Cc1ccc(Sc2cc(C(=O)NCCN(C)C)c3ccccc3n2)cc1	10%	2%	/	-2%	-4.1%	6%	0%	0.5%	3%
O=[N+]([O-])c1c(NCCCO)cc(Sc2nc3ccccc3s2)c2nonc12	20%	10%	-3.5%	1%	-4.0%	?	-2%	/	23µM*

Next part, overlapping the part above by three compounds.
SMILES	Rac1 GTP hydrolysis	GPR35 arrestin U2OS	ER stress rescue	LYP inhibition	RSV antiviral HEp-2	Large T inhibition	PhoP inhibition	West Nile virus CPE	Dengue-2 NS5 capping	others
CN(c1ccccc1)S(=O)(=O)c1cccc(NC(=O)c2cc3ccccc3oc2=O)c1	6%	-3%	/	-11%	0.9%	20%	-5%	0.1%	-9%
Cc1ccc(Sc2cc(C(=O)NCCN(C)C)c3ccccc3n2)cc1	10%	2%	/	-2%	-4.1%	6%	0%	0.5%	3%
O=[N+]([O-])c1c(NCCCO)cc(Sc2nc3ccccc3s2)c2nonc12	20%	10%	-3.5%	1%	-4.0%	?	-2%	/	23µM*
O=c1ccc(-c2ccc(S(=O)(=O)N3CCN(c4ccccc4)CC3)o2)n[nH]1	13%	2%	/	-13%	2.5%	3%	-2%	0.2%	0%
COc1ccc(-c2[nH]ncc2CNC(C)c2ccccc2Cl)cc1F (stereo not drawn)	11%	2%	-2.9%	-4%	1.2%	21%	7%	-0.7%	2%
COc1ccc2[nH]c(=O)c(CN(Cc3cccnc3)C(=S)NCC3CCCO3)cc2c1 (stereo not drawn)	-2%	-10%	-1.0%	-6%	2.1%	7%	1%	1.6%	-4%
O=C(NC1CCNCC1)C1CCCCC1	10%	-1%	/	-8%	1.7%	14%	0%	0.0%	2%	Dengue-2 NS5 capping pilot replicate=-3.4
Cc1cc2c(c(SCC#N)n1)C(=O)OC2	-4%	2%	/	-5%	1.8%	-13%	9%	-0.5%	-3%
CCOC(=O)c1cnc2c(C)c(C)ccc2c1NCCN1CCOCC1	-4%	-5%	/	-7%	/	/	/	-1.5%	-7%	Dengue-2 NS5 capping pilot replicate=2.1
O=C(CN1CCC(c2nc3ccccc3s2)CC1)N1CCCCC1	6%	4%	0.5%	-1%	15%	5%	3%	-1.8%	-12%
CC1(CC(=O)Nc2ccccc2)NC(=S)N(c2ccccc2)N1 (stereo not drawn)	7%	-10%	-0.6%	-5%	1.6%	14%	-2%	0.6%	-9%
O=C(NC1CCN(C(=O)N2c3ccccc3Sc3ccccc32)CC1)c1ccccc1Cl	24%	2%	-0.3%	-4%	0.3%	4%	-3%	0.3%	3%
CCOC(=O)c1ccc(CNC(=O)C2CCC(=O)N(Cc3cccc(OC)c3)C2)o1 (stereo not drawn)	7%	-12%	/	-9%	0.9%	1%	-3%	0.0%	5%
COc1ccc2c(c1)O[C@@H](c1cccc(C(F)(F)F)c1)[C@H](OC(=O)N[C@H]1CCCc3ccccc31)C2=O	/	5%	-2.5%	6%	1.9%	7%	-7%	-0.2%	/
O=C(NCCCCC(NC(=O)c1ccc([N+](=O)[O-])cc1)C(=O)O)c1ccc([N+](=O)[O-])cc1 (stereo not drawn)	5%	-7%	-0.7%	-6%	1.6%	1%	0%	0.5%	-4%
CC(C)N(Cc1nc(-c2ccc(Cl)cc2)no1)C(=O)CCC1CCCC1	10%	14%	0.8%	6%	3.1%	1%	0%	-0.5%	-3%
CC(C)(C)NS(=O)(=O)c1ccc(CCC(=O)O)cc1	7%	-17%	-3.8%	0%	/	-2%	-10%	-0.5%	-9%
COc1cccc(NC(=O)N2CCCC(C(=O)Nc3ccccc3OC)C2)c1 (stereo not drawn)	6%	4%	-2.5%	-6%	1.1%	7%	0%	0.1%	-1%
CC1(C)CC(=O)C(C=Nc2ccc(Cl)cn2)=C(O)C1	6%	-4%	-0.6%	-12%	1.6%	14%	35%	0.1%	-7%
Clc1ccc(-n2cc(-c3ccc(Br)cc3)[n+]3c2CCCCC3)cc1	-13%	3%	/	-6%	8.9%	14%	-8%	1.3%	11%
CC(=O)c1ccc(NC(=O)c2ccc(CNc3c(N4CCCC4)c(=O)c3=O)cc2)cc1	-5%	26%	/	0%	1.7%	-8%	2%	0.1%	-6%
CCOc1ccc(N2C(=O)CC(N(CCc3ccc(OC)cc3)C(=O)/C=C/C(=O)O)C2=O)cc1 (stereo not drawn)	6%	1%	0.4%	-3%	0.9%	0%	-9%	0.6%	-5%
Cc1sc(NC(=O)c2ccco2)c(C(c2ccccc2)N2CCC(C)CC2)c1C (stereo not drawn)	2%	-11%	/	7%	6.6%	12%	-2%	-0.5%	3%
O=c1oc2cc(Oc3ccc(C(F)(F)F)cc3[N+](=O)[O-])ccc2c2c1CCC2	4%	10%	0.4%	-4%	0.4%	9%	1%	-1.0%	-1%
Cc1cccc(NC(=O)Nc2ccccn2)c1C	-2%	2%	/	-2%	0.7%	11%	-2%	-0.6%	-11%
O=S(=O)(NCC(c1cccnc1)N1CCN(c2ccc(F)cc2)CC1)c1cc(F)ccc1F (stereo not drawn)	-3%	/	/	/	2.5%	6%	-3%	-1.1%	-2%
O=C(Cn1cnc2ccccc2c1=O)NCC(=O)N1CCOCC1	3%	-9%	-0.2%	-8%	0.9%	1%	6%	-0.1%	-6%
O=C(Nc1ccc(F)c([N+](=O)[O-])c1)C(=O)c1c(O)[nH]c2ccccc12	20%	-4%	-2.4%	5%	2.5%	24%	0%	-0.5%	9%
COc1cccc(C(=O)NCC2CCCN(C3CCCCC3)C2)c1OC (stereo not drawn)	10%	-1%	/	-1%	-0.8%	-3%	-6%	-0.4%	1%

3 entries drawn at random from those above, as already listed:
SMILES	Rac1 GTP hydrolysis	GPR35 arrestin U2OS	ER stress rescue	LYP inhibition	RSV antiviral HEp-2	Large T inhibition	PhoP inhibition	West Nile virus CPE	Dengue-2 NS5 capping	others
O=C(NC1CCN(C(=O)N2c3ccccc3Sc3ccccc32)CC1)c1ccccc1Cl	24%	2%	-0.3%	-4%	0.3%	4%	-3%	0.3%	3%
Clc1ccc(-n2cc(-c3ccc(Br)cc3)[n+]3c2CCCCC3)cc1	-13%	3%	/	-6%	8.9%	14%	-8%	1.3%	11%
COc1ccc2[nH]c(=O)c(CN(Cc3cccnc3)C(=S)NCC3CCCO3)cc2c1 (stereo not drawn)	-2%	-10%	-1.0%	-6%	2.1%	7%	1%	1.6%	-4%

This is a random part of the collection (roughly 1.5% active in at least one column).
